Screening data from PubChem BioAssay.
TbPYK inhibitor: blocks Trypanosoma brucei pyruvate kinase | 410,000 compounds, 0.12% hits | Potency, µM (titrated, usually from 76.8 µM), without a hit: at the highest dose activity, negative = inhibition, actives largely listed as inhibitors | TbPYK enzyme, Kinase-Glo Plus ATP luminescence, 45 min; active = well fitted inhibition curve with a large enough effect; inconclusive = small, poorly fitted or top-dose-only effect; also: nearly all actives have a fitted effect of over 50% in size
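In this concentration-response screen, enzyme-free wells defined baseline while DMSO plates tracked drift. Each reaction combined TbPYK, substrate, compound and 130 uM ADP for 45 min at room temperature. Kinase-Glo Plus luminescence gave the signal.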
* = called active by the depositor; ? = inconclusive. % is scaled to controls: 0 for no effect and ±100 for the full control effect; potency is read from the fitted curve at half-maximal effect. The list is partial; rates above refer to the full screens.

# | mol | TbPYK inhibitor
1 | CC(C)N(C(=O)CSc1cn(CC(=O)N2CCCCCC2)c2ccccc12)C(C)C | -27.5%
2 | CCOc1ccc(CCNC(=O)CCn2c(=O)c3cccn3c3ccc(F)cc32)cc1OCC | 16.7%
3 | COc1ccccc1Cc1c(C2CCCCC2)nc2ccc(Br)cn12 | -1.0%
4 | CN1C(=O)Cc2cc(S(=O)(=O)CCC(=O)Nc3ccc(F)c(Cl)c3)ccc21 | -3.2%
5 | COc1ccc(Cl)cc1-c1cc(C(=O)NCc2ccccc2)[nH]n1 | -1.6%
6 | NC(=O)c1ccc(NC(=O)c2cccn(Cc3ccccc3)c2=O)cc1 | 3.3%
7 | O=C(C1CCCCC1)N1C[C@H](n2cc(C3CC3)nn2)[C@@H](O)C[C@@H]1c1ccc(Cl)cc1 | 0.9%
8 | Cc1cccc(-n2c(CNC(=O)c3cccc(F)c3)nnc2SCC(=O)Nc2ccccc2F)c1 | 0.9%
9 | Oc1c(C(c2ccccc2Cl)N2CCN(Cc3ccccc3)CC2)sc2nc(-c3ccco3)nn12 (stereo unspecified) | -1.3%
10 | Cc1ccc(CNC(=O)C(=O)Nc2c3c(nn2-c2ccccc2)CSC3)cc1 | -1.7%
11 | Cc1ccc(-n2nc3c(N4CCC(C(=O)NCc5ccccc5Cl)CC4)nnc(C)c3c2C)cc1 | -1.8%
12 | C=CCOc1ccccc1CNn1c(C)n[nH]c1=S | ?
13 | COCCn1cnc2c1c(=O)n(CC(=O)NC1CCCCC1)c(=O)n2Cc1ccccc1 | 2.1%
14 | Cc1ccccc1NC(=O)c1sc2nc(-c3cc4ccccc4oc3=O)[nH]c(=O)c2c1C | -1.6%
15 | CN(C)CCN1CCN(C2CN(Cc3cn(Cc4cccc(Cl)c4)nn3)S(=O)(=O)C2)CC1 (stereo unspecified) | -6.7%
16 | COc1cccc(C(NC(C)=O)c2nc(-c3ccoc3)cs2)c1 (stereo unspecified) | -2.0%
17 | O=C(c1csnn1)N1CCC2(CCCN(c3ccccn3)C2)CC1 | -11.4%
18 | COc1cccc(CNc2nc3cc(-c4cccc(OC)c4)sc3c(=O)n2C)c1 | 0.4%
19 | CCCN(CCC)CCCNC(=O)c1cc2c(=O)oc3ccc(C)cc3c2s1 | -4.9%
20 | CCCCCCSc1ccc(-c2nc3cnccn3c2NC2CCCCC2)cc1 | 1.7%
21 | O=C1NCN(c2ccccc2)C12CCN(C(c1ccccc1OC(F)(F)F)c1nnnn1-c1ccc3c(c1)OCCO3)CC2 (stereo unspecified) | 1.6%
22 | CCOC(=O)c1c(-c2ccc(C)cc2)csc1NC(=O)c1nc(SC(C)C)ncc1Cl | -2.2%
23 | CCc1ccc(N2C(=O)CS(=O)(=O)C23C(=O)N(Cc2ccccc2)c2ccccc23)cc1 (stereo unspecified) | 0.6%
24 | CC1(c2nnnn2-c2ccc3c(c2)OCCO3)CCC(=O)N1CCc1c[nH]c2ccccc12 (stereo unspecified) | 3.5%
25 | CCC(CC)C(=O)Nc1nnc(SCc2cc(=O)n3cccc(C)c3n2)s1 | 0.0%
26 | O=C(NCc1cccc(Cl)c1)NCc1noc2ccccc12 | -14.0%
27 | Cc1cccc(C(=O)Oc2c(Sc3ccccc3)c(C)nn2C(C)(C)C)c1 | -0.3%
28 | CCCn1c2ccccc2c2cnn(CC(=O)NCCc3ccc(C)cc3)c(=O)c21 | 3.6%
29 | COc1cccc(CNCCCSc2nnnn2C)c1OC | 1.9%
30 | Cc1ccc2nc(NS(=O)(=O)c3ccc(Cl)cc3)c(Nc3ccc(C(=O)O)cc3)nc2c1 | 1.8%
31 | O=C1Nc2c(c(=O)[nH]c(=O)n2-c2ccc(F)cc2)C1(NS(=O)(=O)c1ccc(Cl)cc1)C(F)(F)F (stereo unspecified) | -0.8%
32 | O=C(Nc1ccc(N2CCCC2)c(Cl)c1)c1ccccc1F | -2.9%
33 | COc1ccc(CCNC(=O)c2nc(SCc3ccccc3F)ncc2Cl)cc1OC | -2.9%
34 | Fc1ccc(-n2ncc3c(N4CCN(Cc5ccccc5)CC4)ncnc32)cc1 | 1.7%
35 | Cc1ccc(C)n1-c1nnc(N2CCCC(C(=O)NCc3ccc(Cl)cc3)C2)s1 (stereo unspecified) | 1.7%
36 | CN(C(=O)c1cc2c(s1)-c1ccc(Cl)cc1SC2)c1cccc(C(F)(F)F)c1 | 4.6%
37 | O[C@H]1C[C@H](c2ccccc2)N(CC2CCCCC2)C[C@@H]1n1cc(-c2ccc(F)cc2)nn1 | -10.1%
38 | COc1ccc(C(=O)Nc2ccc3oc(-c4ccc5ccccc5c4)nc3c2)cc1Br | 3.9%
39 | CCC(Sc1nnc2c3ccccc3n(CC)c2n1)C(=O)Nc1nnc(C(C)C)s1 (stereo unspecified) | 3.8%
40 | Cc1ccc(-c2nc(CS(=O)CC(=O)O)c(C)o2)cc1 (stereo unspecified) | 1.5%
41 | CCOc1ccc(NC(=O)C(CC)n2nc(-c3ccc(C)c(C)c3)ccc2=O)cc1 (stereo unspecified) | 0.0%
42 | COc1ccc(S(=O)(=O)N2CCC[C@H]2C(=O)N2CCC[C@H]2C(=O)N[C@@H](C)c2ccccc2)cc1C | 2.2%
43 | COc1ccccc1CNc1ccc(-c2nc(-c3cccc(C)c3)no2)cc1[N+](=O)[O-] | 6.2%
44 | Cc1cccc(C(=O)N2CCc3cc(CNS(=O)(=O)c4ccc(F)c(Cl)c4)ccc32)c1 | -4.7%
45 | COc1ccc(NC(=O)NC2COc3ccccc3C2)c(OC)c1 (stereo unspecified) | -0.2%
46 | CN(C)CCNc1nc(-c2ccccc2F)c2sccc2n1 | 1.8%
47 | Cc1cc(NC(=O)N(C)CCc2c(C)nn(C)c2C)ccc1Br | 0.6%
48 | Cc1ccc(-c2cn3c(n2)sc2cc(C(=O)NCc4cccs4)ccc23)cc1 | -3.5%
49 | CC1(c2nnnn2-c2ccc3c(c2)OCCO3)CCC(=O)N1CCc1ccccc1F (stereo unspecified) | -7.4%
50 | CC(C)C[C@@H]1Cc2[nH]c(=S)[nH]c(=O)c2[C@H](C)O1 | -7.8%

The listing continues.
# | mol | TbPYK inhibitor
51 | COc1ccc(NC(=O)c2cc3nc(-c4ccc(C)c(C)c4)cc(C(F)(F)F)n3n2)cc1 | 2.4%
52 | N#Cc1ccccc1S(=O)(=O)N1CCN(C(=O)CN(Cc2ccco2)Cc2cccs2)CC1 | 5.6%
53 | COc1cccc(C2=NS(=O)(=O)N(C)C(C(=O)Nc3cccc(O)c3)=C2)c1 | 3.0%
54 | CC1(C(=O)Nc2ccc3c(c2)OCO3)CCN1C(=O)Cc1cc(F)ccc1F (stereo unspecified) | 2.0%
55 | CC(C)c1cnc2c(c1SCC(=O)NCc1ccccc1Cl)c(=O)n(C)c(=O)n2C | ?
56 | CCOc1ccc(CCNC(=O)c2cc3cc4cc(OC)ccc4nc3s2)cc1OCC | 6.6%
57 | Cn1c(SCC(=O)N2CCOCC2)ncc(C(=O)Nc2ccc(F)cc2)c1=O | 2.7%
58 | CC(=O)Nc1ccc(NC(=O)C2(C)Cc3c(-c4ccccc4)ccnc3O2)cc1 (stereo unspecified) | -0.6%
59 | COC(=O)[C@]12CCCCC=C1N(CCC1=CCCCC1)C(=O)[C@H](CC(=O)NCc1cccc3ccccc13)C2 | -6.0%
60 | COCCNC(=O)/C(C#N)=C1\N=C(NC(=O)c2ccco2)c2ccccc21 | -3.9%
61 | Cc1ccc(OCC(=O)NCC(=O)OCc2cc(=O)n3nc(C(C)C)sc3n2)cc1 | -2.4%
62 | O=C(Nc1ccc2nc(SCCOc3ccccc3Cl)sc2c1)c1ccco1 | 1.0%
63 | CCc1ccc(Nc2sc(C(=O)c3ccc(F)cc3)c(N)c2S(=O)(=O)c2ccccc2)cc1 | 3.3%
64 | CC1(C(=O)NC2CCCC2)CCC(=O)N1C1CCN(Cc2ccccc2)CC1 (stereo unspecified) | -2.9%
65 | CCN(CC)S(=O)(=O)c1ccc2c(c1)nc(CN(C)C(=O)Nc1ccc(Cl)cc1)n2C | -10.0%
66 | Cc1cccc(CNC(=O)c2sc3ncnc(N(C)C4CCCCC4)c3c2C)c1 | -2.8%
67 | COc1cc(/C=C(\C#N)c2nc3ccccc3[nH]2)cc(Cl)c1OCc1ccccc1Cl | -3.5%
68 | CCc1cccc(NC(=O)c2cc3c(s2)-c2ccccc2OC3)c1 | -6.5%
69 | COc1ccc(Cc2nc3ccc(C(=O)NCc4cccc(C)n4)cc3o2)cc1OC | 4.5%
70 | O=C(Nc1cc(S(=O)(=O)N2CCOCC2)ccc1N1CCOCC1)c1cccc(Cl)c1 | -8.2%

By substructure, those above with bromine
# | mol | TbPYK inhibitor
3 | COc1ccccc1Cc1c(C2CCCCC2)nc2ccc(Br)cn12 | -1.0%
38 | COc1ccc(C(=O)Nc2ccc3oc(-c4ccc5ccccc5c4)nc3c2)cc1Br | 3.9%
47 | Cc1cc(NC(=O)N(C)CCc2c(C)nn(C)c2C)ccc1Br | 0.6%

Additional results.
# | mol | TbPYK inhibitor
71 | Cc1cc2c(cc1C)NC(CC(=O)Nc1ccccc1SC(F)(F)F)C(=O)N2 (stereo unspecified) | -0.1%
72 | Cc1nc(-c2cccc(S(=O)(=O)N3CCC(C(=O)NCc4ccccc4Cl)CC3)c2)no1 | -0.4%
73 | COc1ccc(C(=O)Nc2nc3c(s2)CCCC3)cc1Cl | -2.7%
74 | COc1ccc(CNC(=O)C(Cc2ccccc2)NS(=O)(=O)c2ccc3c(c2)CCN3C(C)=O)cc1 (stereo unspecified) | 2.1%
75 | COc1ccc(C(=O)Nc2ccc(-c3nc4ccccc4s3)cc2C)cc1Cl | 10.9%
76 | Cc1c(CC(=O)NCCc2ccccc2F)c(=O)oc2c(C)c3occ(C(C)(C)C)c3cc12 | 7.2%
77 | CCOC(=O)c1ccc(NC(=O)CCc2c(C)n(CC)c3cc(-c4ccccc4OC)nn3c2=O)cc1 | -3.1%
78 | CCC(=O)N1CCCC1(C)C(=O)Nc1cc(OC)ccc1OC (stereo unspecified) | -9.1%
79 | Cc1ccc(-c2nnc(Nc3ccc(C(=O)N(C)C)cc3)c3ccccc23)cc1S(=O)(=O)N(C)C | -2.2%
80 | COc1ccc(S(=O)(=O)N(C)C[C@@H]2OCc3cnnn3CCCC(=O)N([C@@H](C)CO)C[C@H]2C)cc1 | 4.4%
81 | CCOc1ccc(NC(=O)c2cc(S(=O)(=O)N3CCN(c4ccccc4F)CC3)ccc2F)cc1 | -5.2%
82 | CCCCN(C)C(=O)c1sc(=O)n(Cc2c(C)cccc2C)c1C | -0.1%
83 | CCOC(=O)C1=CCN(S(=O)(=O)c2ccccc2F)C1c1cccc(Br)c1 (stereo unspecified) | 0.7%
84 | Cc1c(Cl)cccc1-c1ccc(C(=O)Nc2ccc3oc(-c4cccnc4)nc3c2)o1 | -2.2%
85 | O=C(Nc1ccc(-c2nc3cc(NC(=O)c4ccccc4Cl)ccc3o2)cc1)c1ccccc1Cl | 6.5%
86 | Cn1cc(-c2cc3n(n2)CCC(=O)N3CCCC(=O)Nc2ccc(F)cc2F)c2ccccc21 | 4.9%
87 | Cc1ccc(Cn2c(=O)n(CC3CCC(C(=O)N4CCOCC4)CC3)c(=O)c3sccc32)cc1 (stereo unspecified) | 1.3%
88 | Cc1ccc2c(c1)C(=O)N1c3cc(C)c(C)cc3NC(=O)C1C(=O)N2 (stereo unspecified) | -4.1%
89 | COc1ccc(Nc2cc(C(=O)NCCCN3CCN(c4ccccc4F)CC3)c3ccccc3n2)c(OC)c1 | 3.9%
90 | Fc1ccc(Nc2c(-c3c[nH]c4ccccc34)nc3ccccn23)cc1 | -0.1%
91 | CC(C)NC(=O)N1CCC2(CC1)CCN(C(=O)c1cnccn1)CC2 | 1.4%
92 | CCc1ccc2nc(N3CCN(C(=O)c4ccco4)CC3)sc2c1 | 2.9%
93 | Cc1ccc(N2C(=O)[C@@H]3CSC(c4ccc(Cl)cc4)N3C2=O)cc1 (stereo partly specified) | -6.7%
94 | COc1ccc(S(=O)(=O)N2Cc3ccccc3CC2C(=O)Nc2cc(Cl)ccc2Cl)cc1 (stereo unspecified) | 2.2%
95 | COc1ccc(C(=O)N2CCC(C(=O)Nc3ccc(Cl)cc3)CC2)cc1 | -0.9%
96 | COc1ccc(NC(=O)N2CCC3(CC2)CCN(C(=O)c2cccc(F)c2)CC3)cc1 | 0.0%
97 | CCC1CN(C(=O)N2CCC(C(=O)NCCC3=CCCCC3)CC2)c2ccccc2O1 (stereo unspecified) | -0.4%
98 | Cc1ccc(-c2noc(-c3ccc(N4CCN(C)CC4)c([N+](=O)[O-])c3)n2)cc1 | 4.5%
99 | COc1cccc(C(=O)Nc2ccc3oc(-c4ccc5ccccc5c4)nc3c2)c1 | -0.2%
100 | COc1ccccc1N1CCN(S(=O)(=O)CCNC(=O)/C=C/c2ccc3c(c2)OCO3)CC1 | -1.7%
101 | COc1cc(OC)cc(-c2nc3nc(C)c(CCC(=O)Nc4ccc(C)cc4)c(C)n3n2)c1 | 5.4%
102 | O=C(CSc1nc(Nc2ccccc2)c2ccccc2n1)c1ccc(Cl)cc1 | -2.8%
103 | CC1=CC(=O)C(Sc2ccc(C)cc2)=CC1=O | 7.08µM*
104 | COc1ccc(C(=O)Nc2ccc(-c3nc4ncccc4o3)cc2C)cc1Br | 0.9%
105 | CC1=CNC(=O)CC(C)(C)C1 | -1.2%

Reprinted at random: 6 compounds from above, in no set order.
# | mol | TbPYK inhibitor
100 | COc1ccccc1N1CCN(S(=O)(=O)CCNC(=O)/C=C/c2ccc3c(c2)OCO3)CC1 | -1.7%
37 | O[C@H]1C[C@H](c2ccccc2)N(CC2CCCCC2)C[C@@H]1n1cc(-c2ccc(F)cc2)nn1 | -10.1%
90 | Fc1ccc(Nc2c(-c3c[nH]c4ccccc34)nc3ccccn23)cc1 | -0.1%
58 | CC(=O)Nc1ccc(NC(=O)C2(C)Cc3c(-c4ccccc4)ccnc3O2)cc1 (stereo unspecified) | -0.6%
6 | NC(=O)c1ccc(NC(=O)c2cccn(Cc3ccccc3)c2=O)cc1 | 3.3%
71 | Cc1cc2c(cc1C)NC(CC(=O)Nc1ccccc1SC(F)(F)F)C(=O)N2 (stereo unspecified) | -0.1%
